Furin inh = blocks human furin protease activity; P09958; purified furin, fluorogenic substrate cleavage; inhibition, % at 30 µM; actives 0.061% (n = 220,000); AID 463115; in the data active = inhibition above about 25%; note: inactives centre near -15
Wee1 degr inh = inhibitors of human Wee1 degradation | P30291 | HeLa Luc-Wee1K328M stability, luciferase luminescence; 100% = proteasome inhibitor MG132 effect | reporter increase, % at 5 µM | actives 1.2% (n = 220,000) | AID 1321;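 active = activation above the mean of all tested compounds plus 3 SD, set per screening run, cut at about 8.8% in these data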;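 note: cells exposed to compound for 20 h before luminescence read; 0% = DMSO alone and 100% = MG132 at 30 µM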
hK5 inh = kallikrein 5 (human) inhibition; Q9Y337; recombinant hK5, fluorogenic AMC substrate cleavage; inhibition, % at 5 µM; actives 0.59% (n = 210,000);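 active = inhibition of 40% or more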;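 note: 0% = enzyme controls without compound and 100% = no-enzyme blanks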
Target sequence (Q9Y337 67-293 limits assumed): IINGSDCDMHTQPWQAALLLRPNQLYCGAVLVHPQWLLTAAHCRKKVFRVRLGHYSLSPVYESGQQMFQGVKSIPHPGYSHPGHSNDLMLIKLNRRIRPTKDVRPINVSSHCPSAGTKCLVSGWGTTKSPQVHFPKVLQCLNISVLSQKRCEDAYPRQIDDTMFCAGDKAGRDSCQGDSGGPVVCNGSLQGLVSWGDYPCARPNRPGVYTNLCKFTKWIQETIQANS
FXIa inh 1536 = blocks human coagulation factor XIa protease activity. purified FXIa, Boc-Glu-Ala-Arg-AMC fluorogenic substrate. inhibition, % at 5 µM. actives 0.14% (n = 220,000). AID 798;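 active = inhibition of at least 40%; inactive = inhibition below 40%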;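 note: fluorescence of freed AMC excited at 355 nm; 0% = enzyme without compound and 100% = no enzyme blank; many of its hits are not listed in these tables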
PERK inhibitor = inhibitors of human PERK kinase. inhibition, % at 5.6 µM. AID 1416. actives 0.17% (n = 220,000). CHO PERK-DD fusion, SEAP luminescence translation reporter;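 active = inhibition above the mean inhibition of all tested compounds plus 3 SD, set separately per screening campaign, cut at about 2.9% in these data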;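 note: PERK kinase domain activated by AP20187 dimerizer at 100 nM; 0% = DMSO with dimerizer and 100% = rapamycin at 8.4 µM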
FXIIa inh 1536 = inhibitors of human coagulation factor XIIa; P00748; purified FXIIa, Boc-QGR-AMC fluorogenic substrate, 2 h; inhibition, % at 5 µM; actives 0.3% (n = 220,000); in the data active = inhibition above about 40%;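 note: 0% = enzyme with no compound and 100% = blank without enzyme; many of its hits are not listed in these tables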
Cl transport mod = modulators of human KCC2 chloride dependent transport; Q9H2X9; KCC2 cells, thallium flux FluoZin-2 fluorescence; B-score of Tl+ flux slope (higher = more flux/activation; lower = inhibition) at 10 µM; actives 2.2% (n = 190,000); AID 1456;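 active = thallium flux slope and its plate-corrected score both differing from the plate sample mean at a set confidence after two filtering rounds, in either direction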;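 note: slope of fluorescence scaled to starting intensity during 10 to 20 s after thallium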
p97 ATPase inh = blocks human p97 ATPase activity; recombinant p97 ATPase, Kinase-Glo ATP luminescence, 3 h; inhibition, % at 8 µM; actives 0.42% (n = 220,000); AID 1481; in the data active = inhibition above about 15%;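 note: 0% = DMSO vehicle and 100% = wells lacking enzyme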
Target sequence (P55072 whole entry, looked up): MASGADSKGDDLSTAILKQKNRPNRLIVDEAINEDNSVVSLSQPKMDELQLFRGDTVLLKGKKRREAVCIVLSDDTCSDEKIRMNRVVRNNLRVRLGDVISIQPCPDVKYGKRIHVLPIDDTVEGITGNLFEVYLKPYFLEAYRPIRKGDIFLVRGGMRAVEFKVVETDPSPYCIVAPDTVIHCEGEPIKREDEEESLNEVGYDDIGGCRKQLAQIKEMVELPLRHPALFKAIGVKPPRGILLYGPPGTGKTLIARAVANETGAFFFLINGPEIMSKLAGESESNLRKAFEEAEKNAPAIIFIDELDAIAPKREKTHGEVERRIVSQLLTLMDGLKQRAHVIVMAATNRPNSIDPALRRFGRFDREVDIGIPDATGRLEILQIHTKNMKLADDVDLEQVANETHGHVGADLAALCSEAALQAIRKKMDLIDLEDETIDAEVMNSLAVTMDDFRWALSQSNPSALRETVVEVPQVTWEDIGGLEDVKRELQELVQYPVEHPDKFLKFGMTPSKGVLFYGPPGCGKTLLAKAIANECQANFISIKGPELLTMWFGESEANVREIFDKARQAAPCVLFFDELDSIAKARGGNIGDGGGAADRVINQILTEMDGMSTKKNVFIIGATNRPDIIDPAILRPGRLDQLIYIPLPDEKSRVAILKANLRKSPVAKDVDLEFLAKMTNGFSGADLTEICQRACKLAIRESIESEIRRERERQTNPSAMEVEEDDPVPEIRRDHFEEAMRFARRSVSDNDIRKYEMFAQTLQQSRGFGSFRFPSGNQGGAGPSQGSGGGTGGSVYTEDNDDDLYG
thrombin 1536 = thrombin (human) inhibition; P00734; alpha-thrombin, Boc-VPR-AMC fluorogenic substrate cleavage; inhibition, % at 5 µM; actives 0.26% (n = 220,000); AID 1046;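 active = inhibition at or above 40%; inactive = inhibition below 40%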;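 note: 0% = enzyme with no compound and 100% = wells without enzyme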
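Material: human alpha-thrombin enzyme / Medium: pH 7.5 Tris (50 mM) with NaCl 150 mM, Tween 20 0.05% / Compound: single-point dosing at 5 µM, 0.2% DMSO / Incubation: enzyme reaction carried out at room temperature / Detection: AMC fluorescence, 355/460 nm / Read-out basis: percent inhibition scaled between no-compound controls and no-enzyme blanks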
Starred values were filed as active, the others as inactive; . = not tested or not shown; [ ] = another dose, or the depositor's remark.

Furin inh,Wee1 degr inh,hK5 inh,FXIa inh 1536,SMILES,PERK inhibitor,FXIIa inh 1536,Cl transport mod,p97 ATPase inh,thrombin 1536
-11[20 µM],2,-18,-1,COc1ccc(-c2ccnc(-c3ccc(OCCCF)cc3)n2)cc1,-0.2,15,.,-8,-2
-14,1,-3,-4,O=S(=O)(/N=C(/c1ccccc1)N1CCCCCC1)c1ccccc1,-0.1,2,-0.015,7,-5
-51,2,-466,10,CCCc1cc(=O)oc2c(C)c(O)c(CN3CCCCC3)cc12,-0.8,17,-0.92,4,-19
-16[20 µM],-2,-7,-4,COC(=O)c1cc2n(n1)CCN(Cc1ccccc1Cl)C2=O,-0.6,30,0.21,-3,1
-32,3,-7,3,Cc1c(NP(=O)(Oc2ccccc2F)Oc2ccccc2F)c(=O)n(-c2ccccc2)n1C,0.2,6,-0.37,2,1
-24,1,-7,14,CC(CC1C(C#N)=C(N)OC2=C1C(=O)CCC2)c1ccccc1 (centres undefined),0.3,29,.,2,0
-18[20 µM],-2,-3,2,COc1cc(Cl)c(C)cc1NC(=O)CSc1ccc(C)cc1,2.0,10,.,2,3
-9,-2,-11,17,Cc1ccc(N=Cc2sccc2C)cc1C,0.3,30,0.39,-6,-9
-5,1,-5,3,C=C(C)c1cccc(C(C)(C)NC(=O)N2CCN(c3ccccn3)CC2)c1,0.5,-6,.,3,4
-21,-1,-11,-9,O=C(COc1cccc(C(F)(F)F)c1)N1CCN(c2ccccc2O)CC1,1.0,0,-0.32,-2,-6
-14[20 µM],-1,-298,4,Cc1ccc(S(=O)(=O)c2c(N)n(CCCO)c3nc4ccccc4nc23)cc1,-1.7,-5,0.41,-1,-6
-8[20 µM],2,1,5,O=C(NC1CCCCC1)C(c1ccc2ncccc2c1)N(Cc1cccs1)C(=O)c1cccs1 (centres undefined),-1.0,5,-0.92,4,-4
-27,3,.,2,CCOCC(=O)Nc1cc(S(=O)(=O)N2CCOCC2)ccc1N1CCCCC1,-0.5,12,0.54,4,-2
-12,0,-8,-1,Cc1ccc(NC(=O)COC(=O)C2CC2(Cl)Cl)cc1C (centres undefined),0.2,6,0.39,-3,6
-5,0,13,6,O=C(NCCc1ccc(Cl)cc1)C1CCC(CNc2c(N3CCCCC3)c(=O)c2=O)CC1 (centres undefined),-0.5,13,-0.76,3,13
-8,-1,-10,-5,CC(=O)c1cccc(NC(=O)CSc2ccc(-c3ccc4c(c3)OCO4)nn2)c1,-0.2,-2,0.38,-6,-1
-14,0,3,3,CCOC(=O)C1CCCN(C(=O)CN2C(=O)COc3ccc(C(C)(C)C)cc32)C1 (centres undefined),-1.2,13,.,-8,6
-9[20 µM],-1,11,-4,CCS(=O)(=O)Nc1ccc(-c2ccc(NS(=O)(=O)CC)c(OC)c2)cc1OC,-0.1,0,0.57,2,-6
-18,4,-6,8,Cn1c(/C(C#N)=C(\O)c2ccc([N+](=O)[O-])cc2)nc2ccccc21,0.4,12,1.5,0,-14
-6,2,17,7,Cc1ccccc1NC(=S)N1CCCN(Cc2ccc(F)cc2)C1,-0.1,18,1.9,-3,15
-14,-3,-8,-1,Cc1ccc(-n2c(SCC(=O)N/N=C/C=C/c3ccccc3[N+](=O)[O-])nc3ccccc3c2=O)cc1,-1.1,3,0.75,8,-8
-12[20 µM],0,-15,0,NC(=O)c1ccc(NC(=O)CSC2=Nc3ccccc3C3CC=NN23)cc1 (centres undefined),0.0,7,0.31,3,-1
-30,-5,-5,-5,CSc1nnc(C(C)(C)C)c(=O)n1/N=C/c1c(O)ccc2ccccc12,0.1,5,-0.29,-6,-11
-18,10*,-4,-11,CC(C)CC(=O)NC(=S)Nc1ccc(N2CCCC2)c(Cl)c1,-0.8,1,0.67,6,-4
-31,-3,-2,0,Cc1ccc(C(=O)CCC(=O)N2CCC(C(N)=O)CC2)cc1,0.5,4,1.5,4,.
-26,-1,0,6,CC1CCCC(N2C(=O)NC(NC(=O)c3ccco3)(C(F)(F)F)C2=O)C1C (centres undefined),0.0,2,.,4,-4
-18,0,0,5,COc1ccc(Br)c(C(=O)N2CCN(S(=O)(=O)/C=C/c3ccccc3)CC2)c1,0.5,7,0.0019,2,3
-23,-3,-2,0,CC1=CN2C(=N)/C(=C\c3cn(CCCOc4ccccc4)c4ccccc34)C(=O)N=C2S1,0.1,1,-0.37,4,-11
-16,4,-17,1,Nc1nc(CN2CCN(Cc3ccccc3)CC2)nc(N2CCCc3ccccc32)n1,1.6,0,-0.66,-1,3
-14,-3,1,6,CC(C)(C)c1ccccc1NC(=O)Cn1cnc2cc([N+](=O)[O-])ccc2c1=O,-0.2,12,-0.27,2,2

Next results
Furin inh,Wee1 degr inh,hK5 inh,FXIa inh 1536,SMILES,PERK inhibitor,FXIIa inh 1536,Cl transport mod,p97 ATPase inh,thrombin 1536
-13,-1,-4,-4,CC(C)c1ccc(OCC(=O)Nc2cccc(C(=O)Nc3ccccc3C(=O)O)c2)cc1,0.8,0,-5*,1,-5
-18,0,-14,3,COc1ccc2c(C(=O)CN3CCN(CCO)CC3)c[nH]c2c1,0.1,16,.,-3,-10
-7[20 µM],0,10,-2,CCN(CC)CCCNC1CCS(=O)(=O)C1 (centres undefined),1.5,1,1.9,0,-2
-26,3,4,3,Cc1ccc(-n2nnc(-c3ccnc4ccccc34)n2)cc1,1.6,11,0.87,2,3
-8,-1,-7,2,COc1cc(S(=O)(=O)NCCc2ccc3c(c2)OCO3)ccc1-n1cnnn1,0.3,12,-0.58,0,3
4,-1,-22,-3,Cc1ccc(C)c(NC(=O)CSc2nc3ccc(N4C(=O)c5ccccc5C4=O)cc3s2)c1,0.1,2,1.3,5,-7
-8,-2,-26,-1,O=c1nc(N/N=C/c2ccco2)cn[nH]1,0.7,5,-0.44,2,7
-13,2,2,0,Cc1ccc(/C=C/S(=O)(=O)Nc2ccc(C)cc2)cc1,0.3,10,-0.66,-2,-3
-20,2,-6,5,COc1ccc(NCC(=O)N/N=C/C=C\c2ccccc2)cc1,1.0,7,-0.077,-1,2
-14,4,-2,-1,S=C(NCc1cccs1)Nc1cc(Cl)cc(Cl)c1,1.7,3,.,1,-6
-21,-3,-14,-2,Cc1n[nH]c(C)c1CCC(=O)N/N=C/C=C/c1ccccc1,0.8,2,0.27,1,-5
-12[20 µM],-2,2,-16,Cc1cc(Nc2ccccc2)nc(N2CCOCC2)n1,1.5,-12,.,1,-4
-26,16*,-1,0,CCN=C(NCC)SC1CC(=O)N(c2ccc(OCC)cc2)C1=O (centres undefined),1.1,6,-0.18,-1,-1
-22,8,-8,2,COc1cc(/C=N/NC(=O)CNC(=O)c2cccs2)ccc1O,1.0,7,-0.016,2,-2
1,-3,-1,5,COCc1ccc(C(=O)N2CCc3c([nH]c4ccccc34)C2c2ccccn2)s1 (centres undefined),0.6,9,-0.59,1,-1
-13,2,-7,19,COc1cccc(-c2nnc3sc(-c4ccccc4)nn23)c1,0.3,20,-1.4,1,4
-7,.,22,-7,CCC(CC)C(=O)Nc1cc(C)c2c(=O)oc3ccccc3c2n1,.,-1,0.2,.,-1
-16,1,6,-5,Cc1nnc(NC(=O)Cn2nc(C)c3ccccc3c2=O)s1,0.3,6,.,-1,4
-18,5,-9,-3,COc1ccc2c(=O)c(C(=O)NCCc3ccc(OC)c(OC)c3)c[nH]c2c1,0.3,7,-0.36,7,-1
-6,2,0,-1,COCCCNC(=O)C1C2C=CC3(CN(Cc4ccc(C)cc4)C(=O)C13)O2 (centres undefined),-0.7,14,0.2,-5,-1
-21,-1,-24,-4,O=C(Cc1ccccc1)n1nc(-c2ccccc2)nc1NCc1ccco1,0.4,2,.,-3,75*
-32,0,3,2,Cc1ccc(-c2nc3cccnc3s2)cc1NS(=O)(=O)c1cccs1,1.0,7,-1.2,2,-1
-13[20 µM],-1,.,.,CC1(C)Cc2ccccc2-c2c1c(=O)n(-c1ccccc1)c1nnnn21,0.6,.,-1.5,2,.
-8,-3,9,3,Cc1ccc(NC(=O)COC(=O)CCc2nc3ccccc3c(=O)[nH]2)cc1Cl,0.6,7,-0.035,16*,8
-12,1,6,2,O=C(Nc1ccc(C(=O)O)cc1)/C(=C\c1cccc([N+](=O)[O-])c1)NC(=O)c1ccc(Br)o1,0.6,13,.,1,1
-17,-1,-2,0,Cc1nc(C)c(/C(O)=C/c2nc3ccc([N+](=O)[O-])cc3oc2=O)o1,0.6,7,0.92,6,.
-16,-3,-8,-10,CCCCCCc1nnc(NC(=O)OCC)s1,-0.6,-7,0.0018,-10,-6
-7,-1,-8,4,Cc1nn(CC(=O)N2N=C(C(F)F)CC2(O)C(F)F)c(C)c1[N+](=O)[O-] (centres undefined),0.8,7,-1.3,-7,-4
-24,-1,21,-4,Cc1cc(S(=O)(=O)NCCc2ccccc2)c(C)s1,0.6,-7,.,2,-7
-8,3,11,24,O=C(O)Cc1sc(Nc2ccccc2)nc1-c1ccc(Cl)cc1,-0.2,14,-6.7*,-1,.

Going on with the list:
Furin inh,Wee1 degr inh,hK5 inh,FXIa inh 1536,SMILES,PERK inhibitor,FXIIa inh 1536,Cl transport mod,p97 ATPase inh,thrombin 1536
-25[20 µM],-4,-3,0,CCc1nc(N[C@H](C(=O)O)C(C)CC)c2oc3ccccc3c2n1 (some centres undefined),1.1,14,-0.092,3,-2
-4[20 µM],2,-12,-3,O=C(Cc1ccccc1)NC1CCS(=O)(=O)C1 (centres undefined),0.0,5,0.5,-5,-4
-30,0,-16,6,CCCC(=O)NC(=S)Nc1sc2c(c1C(N)=O)CCC2,0.3,11,0.42,1,-4
-11,-4,-4,1,CCCNC(=O)c1n[nH]c(=O)c2ccccc12,0.9,5,.,4,-5
-12[20 µM],1,15,0,c1nnn(C23CC4CC(CC(C4)C2)C3)n1,-0.1,8,0.43,-6,-10
-35,-3,-2,-3,CC1=CC(C)(C)NC(=S)N1c1ccc(C)cc1C,1.4,3,1.1,7,-15
-19[20 µM],0,1,-1,Cc1cccc(NC(=O)CSc2nnc(-c3cnccn3)n2Cc2ccco2)c1,-0.3,8,-0.34,-2,0
1,1,-10,7,Cc1ccc(NCC(=O)Nc2cccc(S(=O)(=O)N(C)C)c2)c(Cl)c1,0.8,21,-1.2,-4,2
-11,2,-10,19,O=C(CSc1nnc(-c2ccco2)c(-c2ccco2)n1)c1ccccc1,0.5,6,0.92,10,11
22[20 µM],0,-9,12,CCCCN(C)C(=O)CCCc1c[nH]c2ccccc12,1.4,18,-0.55,-4,-1
-16,-1,-4,4,CC(=O)c1sc(-c2ccc(F)cc2)cc1NS(=O)(=O)c1ccccc1,1.0,7,9*,2,-3
-19[20 µM],-1,-21,2,c1nc(NCC2(N3CCOCC3)CCCCC2)c2ccsc2n1,-1.1,2,0.6,-5,-3
-9[20 µM],1,12,-3,O=C1c2ccccc2-c2cccc(NS(=O)(=O)c3ccc(C(F)(F)F)cc3)c21,0.3,5,.,2,-3
-14[20 µM],8,33,4,COC(=O)c1ccc(C(=O)OC)c(NC(=O)Nc2ccc3c(c2)OCO3)c1,0.4,-6,-0.021,1,-10
-8,-3,6,18,Cc1cc(C)nc(NC2=NCC(=O)N2c2ccccc2Br)n1,0.6,22,0.14,1,26

Structural class, the entries above with a cyano group.
Furin inh,Wee1 degr inh,hK5 inh,FXIa inh 1536,SMILES,PERK inhibitor,FXIIa inh 1536,Cl transport mod,p97 ATPase inh,thrombin 1536
-24,1,-7,14,CC(CC1C(C#N)=C(N)OC2=C1C(=O)CCC2)c1ccccc1 (centres undefined),0.3,29,.,2,0
-18,4,-6,8,Cn1c(/C(C#N)=C(\O)c2ccc([N+](=O)[O-])cc2)nc2ccccc21,0.4,12,1.5,0,-14

Assay outcomes: PubChem, several laboratories
